Compound activity as filed in PubChem BioAssay.
CHRM1 antagonist = blocks human M1 muscarinic receptor. P11229. CHO-K1 hM1, Fluo-8 calcium fluorescence, ACh EC80 antagonist. inhibition, % at 3 µM. actives 1.3% (n = 360,000). AID 588852;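 active means percent inhibition above its own plate's cutoff, namely the mean of that plate's compound wells plus 3 SD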;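 further: peak over basal fluorescence ratio during 140 s after agonist addition; 0% = ACh EC80 plus DMSO and 100% = DMSO alone without agonist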
Target sequence (P11229 whole entry, looked up): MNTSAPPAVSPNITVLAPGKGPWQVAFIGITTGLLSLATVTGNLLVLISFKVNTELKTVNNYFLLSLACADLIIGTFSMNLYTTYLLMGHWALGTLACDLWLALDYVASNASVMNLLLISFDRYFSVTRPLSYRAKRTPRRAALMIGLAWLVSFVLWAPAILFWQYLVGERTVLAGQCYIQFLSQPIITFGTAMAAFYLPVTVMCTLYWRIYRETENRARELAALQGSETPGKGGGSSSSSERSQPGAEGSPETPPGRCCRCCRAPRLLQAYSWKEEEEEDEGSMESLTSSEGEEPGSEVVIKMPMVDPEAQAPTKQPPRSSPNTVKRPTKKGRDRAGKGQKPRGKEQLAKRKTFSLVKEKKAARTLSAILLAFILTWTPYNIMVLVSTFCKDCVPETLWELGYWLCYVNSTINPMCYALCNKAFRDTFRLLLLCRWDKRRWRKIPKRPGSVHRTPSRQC
M1 PAM = positive allosteric modulators of human M1 muscarinic receptor. activation, % at 3 µM. CHO-K1 hM1, Fluo-8 calcium fluorescence, ACh EC20; 0% = ACh EC20, 100% = maximal ACh. P11229. actives 0.088% (n = 360,000); in the data active means activation above about 19%, passing the limit was not always enough
CHRM5 PAM = potentiates acetylcholine response at human M5 receptor; P08912; activation, % at 3 µM; AID 624038; CHO-K1 hM5, Fluo-8 calcium, ACh EC20 PAM; 0% = ACh EC20, 100% = ACh EC100; actives 0.3% (n = 360,000);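 active means activation above the run cutoff, the mean activation of all test compounds plus 3 SD, cut at about 18% in these data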
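system = human M5 receptor in CHO-K1 cells | reagent = EC20 acetylcholine as agonist stimulus | compound dosing = single-point, 3 µM nominal | incubation = Fluo-8 loading 80 min at 37 °C plus 30 min room temperature | detection = Fluo-8 calcium dye fluorescence, kinetic read | benchmarks = low control EC20 acetylcholine (0%), high control EC100 acetylcholine (100%)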
CRFR2-BP ag = CRF-BP/CRF-R2 complex agonism; activation, % at 13.2 µM; actives 0.46% (n = 350,000); AID 588473; HEK293 CRF-R2/CRF-BP, calcium dye fluorescence (FLIPR); percent of saturating CRF peptide response;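 active means activation of at least 50%, plus an integration ratio under a set limit after plate pattern correction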;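 further: plate controls were neutral control wells without compound for no effect and CRF at EC100 for full effect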
CHRM5 antagonist = blocks acetylcholine activation of human M5 receptor; actives 0.59% (n = 360,000); AID 624040; CHO-hM5 cells, Fluo-8 calcium fluorescence, ACh EC80; P08912; inhibition, % at 3 µM;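 active means inhibition above a per-plate cutoff, the mean of that plate's test compounds plus 3 SD, cut at about 27% in these data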;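 further: 0% = acetylcholine EC80 with DMSO and 100% = DMSO without agonist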
CHRM5 agonist = CHRM5 agonism in calcium assay; CHO-K1 hM5 cells, Fluo-8 calcium fluorescence; 0% DMSO wells, 100% maximal acetylcholine response; P08912; AID 624037; activation, % at 3 µM; actives 0.19% (n = 360,000);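 active means activation above the run's mean over test compounds plus 3 SD, cut at about 23% in these data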;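 further: signal is peak over basal fluorescence ratio across the kinetic read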
M4 PAM = positive allosteric modulators of human muscarinic M4 receptor. P08173. CHO-K1 hM4/Gqi5, Fluo-8 calcium fluorescence, ACh EC20; 0% = ACh EC20, 100% = maximal ACh. activation, % at 3 µM. actives 0.4% (n = 360,000);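 active means activation above its plate's cutoff, the mean activation of sample wells plus 3 SD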; further: some results filed as inactive read as strong as hits
Target sequence (P08173 whole entry, looked up): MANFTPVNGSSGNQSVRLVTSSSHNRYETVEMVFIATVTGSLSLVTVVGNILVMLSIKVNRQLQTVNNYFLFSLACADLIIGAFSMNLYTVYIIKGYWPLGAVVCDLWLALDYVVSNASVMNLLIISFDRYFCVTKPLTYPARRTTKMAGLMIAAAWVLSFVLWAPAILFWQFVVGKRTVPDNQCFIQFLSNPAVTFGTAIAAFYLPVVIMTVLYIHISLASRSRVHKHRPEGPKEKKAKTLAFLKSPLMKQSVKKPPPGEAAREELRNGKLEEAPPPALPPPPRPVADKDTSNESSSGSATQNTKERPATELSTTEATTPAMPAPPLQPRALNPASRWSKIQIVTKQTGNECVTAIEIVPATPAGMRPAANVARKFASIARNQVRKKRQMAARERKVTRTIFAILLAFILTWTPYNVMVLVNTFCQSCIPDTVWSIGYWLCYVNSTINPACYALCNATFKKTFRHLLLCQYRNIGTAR
CHRM4 agonist = agonists of human muscarinic M4 receptor (CHRM4) | P08173 | CHO-K1 hM4/Gqi5, Fluo-8 calcium fluorescence; vehicle 0%, full acetylcholine response 100% | activation, % at 3 µM | actives 0.14% (n = 360,000) | AID 624127;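 active means activation above the run mean over all test wells plus 3 SD, cut at about 32% in these data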;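 further: peak over basal fluorescence ratio per well then scaled between controls; 0% = DMSO wells and 100% = acetylcholine at EC100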
CHRM4 antagonist = antagonists of human muscarinic M4 receptor (CHRM4). inhibition, % at 3 µM. actives 0.73% (n = 360,000). AID 624125. CHO-hM4 cells, ACh EC80, Fluo-8 calcium fluorescence;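 active means inhibition above its plate's cutoff, the mean inhibition of sample wells plus 3 SD, cut at about 27% in these data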;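 further: 0% = acetylcholine EC80 with DMSO and 100% = DMSO without agonist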
Starred values were filed as active, the others as inactive; x = not tested or not shown.

The opening 3 compounds (preview)
CHRM4 agonist,CHRM5 agonist,CHRM5 PAM,CHRM5 antagonist,M4 PAM,M1 PAM,CRFR2-BP ag,CHRM4 antagonist,CHRM1 antagonist,Molecule
2,-6,-3,0,14,14,-1.5,-1,-14,Cc1ccccc1-c1nc(CN2CCCC(C(=O)NCc3cccnc3)C2)c(C)o1 (stereo not given)
-2,0,7,-10,5,2,-0.1,-6,-9,CN(C(=O)c1cccc(NC(=O)Cc2cccc(NC(=O)C3CCCN(C(=O)C4CCCCC4)C3)c2)c1)C1CCC1 (stereo not given)
0,-3,3,0,7,-1,3.7,-1,7,Cc1onc(-c2c(F)cccc2Cl)c1C(=O)NC(=S)NC1CCS(=O)(=O)C1 (stereo not given)

Results, from the start:
CHRM4 agonist,CHRM5 agonist,CHRM5 PAM,CHRM5 antagonist,M4 PAM,M1 PAM,CRFR2-BP ag,CHRM4 antagonist,CHRM1 antagonist,Molecule
2,-6,-3,0,14,14,-1.5,-1,-14,Cc1ccccc1-c1nc(CN2CCCC(C(=O)NCc3cccnc3)C2)c(C)o1 (stereo not given)
-2,0,7,-10,5,2,-0.1,-6,-9,CN(C(=O)c1cccc(NC(=O)Cc2cccc(NC(=O)C3CCCN(C(=O)C4CCCCC4)C3)c2)c1)C1CCC1 (stereo not given)
0,-3,3,0,7,-1,3.7,-1,7,Cc1onc(-c2c(F)cccc2Cl)c1C(=O)NC(=S)NC1CCS(=O)(=O)C1 (stereo not given)
0,0,-2,5,2,3,x,-13,-7,Cc1cccc(S(=O)(=O)NC(=O)C2(C)CCN2C(=O)c2sccc2C)c1 (stereo not given)
0,-5,-4,5,0,6,-0.6,0,-9,O=C(Cc1ccc(Cl)cc1)NCCc1ccc(F)cc1
10,-6,-4,5,-7,-8,-0.3,-5,4,CCc1cccc(NC(=O)CCc2c(C)nn(-c3ccc(N4CCCCC4)nn3)c2C)c1
0,-2,-10,13,6,13,-0.9,-9,-13,CCCCN1C(=O)CC(SC2CC(=O)N(CCCC)C2=O)C1=O (stereo not given)
0,-3,6,3,9,21,-0.3,-9,-12,CCOc1ccccc1C(C(=O)NC1CCCCC1)N(C(=O)c1csnn1)C1CC1 (stereo not given)
0,-5,-12,13,-12,2,-0.3,18,-5,Cc1ccc(N(C(=O)Nc2ccccc2)C2=NCC(C)S2)cc1 (stereo not given)
1,-9,3,-7,-2,-9,0.1,-15,5,Cc1ccc(S(=O)(=O)c2cc3c(=O)n4ccccc4nc3n(CCCN3CCOCC3)c2=N)cc1C
-1,-7,-10,10,-6,2,-0.2,1,-4,Cn1c(C(=O)N/N=C/c2ccccc2)cc2ccccc21
1,-8,-3,-9,8,5,2.4,-9,-6,CC(C)(C)C(=O)C(Cc1ccccc1)n1cncn1 (stereo not given)
1,-4,-7,-11,2,4,-0.4,-6,-8,COc1ccc(-n2nc(C(=O)O)nc2-c2ccccc2)cc1
2,-3,-11,9,-4,9,0.7,-3,-4,CC(C)C(NC(=O)c1ccccc1F)C(=O)OCC(=O)c1ccc(F)cc1 (stereo not given)
0,1,4,10,-1,-6,-0.3,1,28,Cc1ccccc1C(=O)N1CCC(C(=O)Nc2ccc(S(=O)(=O)N3CCOCC3)cc2)CC1
11,4,-3,4,-2,-10,-1.7,6,15,CCOC(=O)C1CCN(C(=O)c2ccc(OCC(=O)Nc3ccc(OCC)cc3)c(OC)c2)CC1
1,-4,-6,12,5,9,-1.1,4,0,COc1cccc(C(=O)Nc2ccc(NC(=O)C3C4C=CC(C4)C3C(=O)O)cc2)c1 (stereo not given)
0,-2,0,12,-4,6,-0.1,-1,-21,Cc1ccc(-n2ncc3c(=O)[nH]c(SCC(=O)N4CCCc5ccccc54)nc32)cc1
0,10,3,-8,2,4,-0.4,-8,-2,C#CCOCCOCCOCCNc1nc(N2CCN(C(=O)[C@H](C)n3cc(CCC(=O)O)nn3)CC2)nc(N2CCN(C(=O)[C@H](CCCCN)n3cc(CCCC)nn3)CC2)n1
1,-2,-2,-6,5,8,-1.1,5,-4,COC(=O)/C(=C/c1c[nH]c2ccccc12)NC(C)=O
10,-3,-6,6,-6,-6,1.4,9,30,CC1Cc2ccccc2N1C(=O)CSc1nnc(Cc2ccccc2)n1CCc1ccccc1 (stereo not given)
2,3,11,0,4,17,-3.6,-5,-23,Cc1cc(C)cc(NS(=O)(=O)c2ccc(NC(=O)c3ccccc3C(=O)O)cc2)c1
1,-4,-6,8,-12,-9,2.0,13,16,Cn1c(CCN2CCCCC2)nc2cc(NS(=O)(=O)c3ccc(F)cc3)ccc21
1,-3,-5,13,-9,-12,-1.5,6,23,C[C@@H]1CN([C@@H](C)CO)C(=O)Cc2cc(NC(=O)C3CCCCC3)ccc2O[C@H]1CN(C)S(=O)(=O)c1ccccc1
0,-1,-5,-2,10,8,-1.8,0,-5,CCOC(=O)CSc1ncc(OC)c(=O)[nH]1
1,2,1,-4,9,17,1.8,-16,-24,COc1ccc2[nH]c(C)c(CCN3C(=O)OC(C)(C)C3(C)O)c2c1 (stereo not given)
0,-2,6,2,6,6,-0.1,1,-13,Cc1cc(NC(=O)c2cc3ncc(Br)cn3n2)no1
0,-1,-3,3,-3,2,0.8,4,-4,Cc1ccc(C)c(S(=O)(=O)N2CCCC2CNC(=O)C(=O)NC2CCCCCC2)c1 (stereo not given)
2,-2,-8,8,9,14,-2.3,-12,-14,NC(=O)c1cc2cc(Br)ccc2o/c1=N/NC(=O)c1cccc(F)c1
1,-4,1,3,12,2,4.2,0,-19,CCOC(=O)c1c(C)[nH]c(C(=O)Cn2c(=O)c3c(ncn3CC)n(Cc3ccccc3)c2=O)c1C
6,2,3,-3,-3,7,8.5,-2,-1,CCOc1ccc(NS(=O)(=O)c2ccc(C(=O)NCC(c3ccc(OC)cc3)N3CCOCC3)cc2)cc1 (stereo not given)
0,3,5,-4,4,10,8.9,4,-6,Cc1ccccc1NC(=O)Cc1c(O)c2ccccc2[nH]c1=O
1,2,-7,4,2,x,x,-5,x,CC1(c2nnnn2-c2ccc3c(c2)OCCO3)CCC(=O)N1CCOc1ccccc1 (stereo not given)
0,2,-13,17,-1,0,-3.3,13,2,C#Cc1ccc([C@H]2C=C(C(=O)O)O[C@@H](OCc3ccc(CO)cc3)C2)cc1
4,4,-4,10,4,7,-4.3,-7,-12,Cc1ccc(NS(=O)(=O)c2ccccc2[N+](=O)[O-])cc1S(=O)(=O)N1CCCCC1
15,-1,-3,5,-1,-1,2.6,-14,-5,CC1CCN(CC(O)COc2ccc(-c3ccccc3)cc2)CC1 (stereo not given)
2,-1,0,-7,-2,0,0.1,1,9,COc1ccc(/C=N/OC(=O)Nc2ccccc2)cc1[N+](=O)[O-]
0,1,3,-12,5,11,-1.2,6,-11,O=C1NC(c2ccccc2)=C(c2nc3ccccc3s2)C(c2ccccc2)N1 (stereo not given)
-1,-5,1,4,7,-3,-0.3,-7,-11,COc1ccc2c(c1)C(C)=CC(C)(C)N2C(=O)CN1C(=O)CCC1=O
0,-2,-10,3,-3,3,0.7,0,3,Clc1ccc(C2=NNC(=NCc3ccc4c(c3)OCO4)SC2)cc1
20,9,2,13,-7,1,-1.0,6,6,COc1ccc(OCC(O)CNCCOc2ccccc2OC)c(C(C)(C)C)c1 (stereo not given)
2,-3,-3,-1,0,-2,-2.5,-13,3,CN1CCN(C(=O)c2ccc3c(c2)N(Cc2ccccc2)CCS3)CC1
3,-2,3,11,0,5,1.3,-9,-16,O=C(Cn1cnc2cc([N+](=O)[O-])ccc2c1=O)N1CCN(S(=O)(=O)c2ccccc2)CC1
0,1,6,-5,2,3,0.2,1,4,CC(C)(C)C(=O)N1N=C(c2ccc(NS(C)(=O)=O)cc2)CC1c1cccs1 (stereo not given)
1,-3,-9,14,-18,4,-1.0,2,-12,Fc1ccccc1C1CC(c2ccco2)=Nc2ccccc2S1 (stereo not given)
0,-7,4,3,4,9,-0.5,2,-14,CCCCN(CC)C(=O)c1ccc(Cl)c(Cl)c1
12,0,-14,-1,-2,-1,0.9,-3,2,CCOc1ccc(NC(=O)CN(C)C(=O)c2sccc2-c2ccccc2)cc1OCC
2,2,0,0,4,4,0.0,-14,-26,CCC1=NN(C(=O)C(=O)Nc2ccc(OC)cc2)C(O)(C(F)(F)F)C1 (stereo not given)
4,2,-1,14,-3,7,-3.2,-7,-9,COc1ccc(CCNC(=O)CCCOc2ccc(Cl)cc2)cc1OC
2,-3,-1,7,-11,-5,0.8,3,0,CCOc1ccc(S(=O)(=O)N(CC)CC(=O)NCc2ccncc2)cc1C

Additional results follow:
CHRM4 agonist,CHRM5 agonist,CHRM5 PAM,CHRM5 antagonist,M4 PAM,M1 PAM,CRFR2-BP ag,CHRM4 antagonist,CHRM1 antagonist,Molecule
0,2,9,-13,8,4,-4.8,-8,-1,CCCCCc1c(C)nc(N2CCOCC2)[nH]c1=O
0,4,-9,-3,-17,-1,-1.4,3,-7,Nc1nc(Cl)cc(Oc2ccccc2F)n1
0,-5,4,5,-3,8,24,-3,-7,CCOC(=O)c1c(-c2ccccc2)oc2cc(Br)c(O)c(C=O)c12
1,4,-6,-4,-4,-8,0.2,-3,15,CCOc1cc(S(=O)(=O)N2CC=C(c3ccc(F)cc3)CC2)c(OCC)cc1-n1cnnn1
0,0,-8,4,5,3,-1.5,-19,4,Cc1c2cnn(CC(=O)NCCN3CCOCC3)c(=O)c2c(C)n1Cc1ccccc1F
10,-3,-9,9,2,-3,-1.0,2,9,O=C1N[C@@H](c2ccccc2)COC(=O)[C@H](Cc2ccc(F)cc2)CC/C=C/C[C@@H]1CC(=O)N(CCO)Cc1ccccc1
17,6,-5,2,3,-5,-2.4,10,4,OCCNCc1cc(Br)ccc1OCc1ccc(Cl)cc1
0,-3,-1,3,0,5,-1.7,0,-6,CC(C)(C)Sc1ccccc1S(=O)(=O)C(C)(C)C
2,1,-2,6,1,-3,-1.1,6,1,Oc1ccc(N2CCN(c3nnnn3-c3ccccc3)CC2)cc1
0,-2,1,1,-2,3,-0.6,-6,-8,CCOC(=O)N1CCN(S(=O)(=O)c2ccc(C)cc2)CC1
6,10,-5,7,8,5,-0.6,-6,-6,NC(=O)c1ccc(NC(=O)COC(=O)CCC2CCCCC2)cc1
0,-1,-2,-5,5,1,-1.9,-11,0,CC(C)C(C(=O)Nc1ccccc1)N1C(=O)c2ccccc2C1=O (stereo not given)
2,-1,-4,2,-7,-26,-3.2,-3,30*,Cc1cc2cc(CNC(=O)c3ccc(S(=O)(=O)N(C)C)cc3)ccc2n1C
1,-5,-1,0,5,7,1.9,-3,-1,CCC(C)NC(=O)Cn1nc(C(F)(F)F)c2c1CCCC2 (stereo not given)
2,1,5,0,5,9,1.1,-12,-7,COc1ccc(S(=O)(=O)N2CCOCC2)cc1NC(=O)CSc1cc(C)ccc1C
5,-3,-2,0,-5,-2,x,9,4,COc1ccc(C(=O)CSC(=S)N2CCCCC2)cc1
0,3,-2,10,4,17,-0.6,-6,-20,COc1ccc(OCC(=O)OCC(=O)N2CC(=O)Nc3ccccc32)cc1
3,3,-5,8,0,0,0.1,-5,-2,COc1ccc(NC(=O)Nc2nnc(-c3ccco3)s2)cc1
0,5,5,4,-5,x,x,15,x,O=C(NCc1ccccc1)C(c1cccc2ccccc12)n1c(=O)c(-c2ccco2)nc2ccccc21 (stereo not given)
